BoNT-A LC inh2: inhibitors of Botulinum neurotoxin A light chain protease. inhibition, % at 10 µM. 360,000 tested, 0.17% active. multiplex microsphere protease substrate cleavage, flow cytometry; also: plate controls were buffer without enzyme for full effect and enzyme alone for no effect
Anthrax LF inh2: blocks Bacillus anthracis lethal factor protease. 360,000 tested, 0.12% active. AID 588501. P15917. inhibition, % at 10 µM. multiplex microsphere protease cleavage assay, LF; also: plate controls were buffer without enzyme for full effect and enzyme alone for no effect
Target sequence (P15917 whole entry, looked up): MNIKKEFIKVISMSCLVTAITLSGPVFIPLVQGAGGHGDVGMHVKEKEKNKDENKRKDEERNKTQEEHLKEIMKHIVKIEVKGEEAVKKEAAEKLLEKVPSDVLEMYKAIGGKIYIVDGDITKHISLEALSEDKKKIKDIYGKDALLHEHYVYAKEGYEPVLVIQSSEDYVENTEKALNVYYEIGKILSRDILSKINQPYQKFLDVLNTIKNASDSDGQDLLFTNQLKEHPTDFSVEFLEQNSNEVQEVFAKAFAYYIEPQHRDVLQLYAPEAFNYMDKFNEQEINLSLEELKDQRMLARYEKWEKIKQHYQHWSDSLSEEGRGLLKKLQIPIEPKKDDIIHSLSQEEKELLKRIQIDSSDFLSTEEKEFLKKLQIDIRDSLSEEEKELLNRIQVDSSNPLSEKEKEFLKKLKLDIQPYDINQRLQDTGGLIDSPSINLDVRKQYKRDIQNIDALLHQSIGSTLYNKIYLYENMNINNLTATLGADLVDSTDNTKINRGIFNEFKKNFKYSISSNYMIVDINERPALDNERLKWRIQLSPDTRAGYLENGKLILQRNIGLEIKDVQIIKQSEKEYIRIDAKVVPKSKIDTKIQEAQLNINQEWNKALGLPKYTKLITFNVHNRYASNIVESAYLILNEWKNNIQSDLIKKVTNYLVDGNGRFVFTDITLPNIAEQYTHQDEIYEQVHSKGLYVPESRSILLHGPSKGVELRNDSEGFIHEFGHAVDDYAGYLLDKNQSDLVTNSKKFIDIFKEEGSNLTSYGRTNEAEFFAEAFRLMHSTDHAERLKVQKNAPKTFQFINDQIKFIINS
PfHsp40 yeast: restores yeast growth despite PfHsp40 toxicity | 340,000 tested, 0.68% active | S. cerevisiae expressing PfHsp40, growth rescue, ATP luminescence | growth rescue, % at 12.5 µM | AID 504582; in the data active = growth rescue above about 28%, passing the limit was not always enough; inconclusive = no clear call, values can overlap the other calls;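 also: yeast W303a lacking pdr1 and pdr3 grown in galactose medium; growth measured after three days at 30 °C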
BoNT F protease: BoNT F light chain protease inhibition | Multiplex microsphere protease cleavage assay, flow cytometry | 360,000 tested, 0.22% active | inhibition, % at 10 µM; in the data active = inhibition above about 35%, passing the limit was not always enough; inconclusive = no clear call, values can overlap the other calls; also: plate controls were buffer without enzyme for full effect and enzyme alone for no effect
GDH-TPI counter: GDH-TPI coupled enzyme inhibition counter-screen; GDH-TPI coupled enzyme counterscreen, NADH absorbance; inhibition, % at 4.8 µM; 360,000 tested, 1.2% active; AID 588335; in the data active = inhibition above about 30%;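 also: 0% = DMSO wells and 100% = wells lacking the enzyme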
Mtb BioA inh: inhibitors of Mycobacterium tuberculosis BioA enzyme; purified M. tuberculosis BioA enzyme, plate reader; inhibition, % at 9.99 µM; 360,000 tested, 0.096% active; AID 602481; in the data active = inhibition above about 40%; inconclusive = no clear call, values can overlap the other calls
Mtb FBA inh: inhibits M. tuberculosis FBA enzyme. 360,000 tested, 2.3% active. inhibition, % at 1 µM. purified M. tuberculosis FBA, fluorescence read-out. P9WQA3. AID 588726; in the data active = inhibition above about 27%;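 also: 0% = vehicle and 100% = reference inhibitor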
Mtb UGM inh: Mtb UDP-galactopyranose mutase inhibition; inhibition, % at 10 µM; P9WIQ1; 320,000 tested, 0.06% active; purified UGM, fluorescence polarization probe displacement; AID 504406; in the data active = inhibition above about 10%, passing the limit was not always enough; inconclusive = no clear call, values can overlap the other calls
FadD28 FP inh: inhibitors of Mycobacterium tuberculosis FadD28 bisubstrate binding | FadD28 bisubstrate probe binding, fluorescence polarization | inhibition, % at 12.5 µM | 360,000 tested, 0.22% active; in the data active = inhibition above about 8.5%, passing the limit was not always enough; inconclusive = no clear call, values can overlap the other calls
The depositor's hits bear a star; ? = inconclusive; / = no result given. Rule as the data show it, unless noted: active = inhibition above about 30%; inconclusive = no clear call, values can overlap the other calls; inactive = below that. Rows were taken by chance (roughly 4.7% active in at least one column).

SMILES,Mtb FBA inh,FadD28 FP inh,GDH-TPI counter,BoNT-A LC inh2,BoNT F protease,Mtb BioA inh,PfHsp40 yeast,Anthrax LF inh2,Mtb UGM inh
Cc1cccc(NC(=O)C2CC(=O)n3cnnc3S2)c1 (configuration not stated),2,-3.2,0,-0.7,-9,0.2,2.5,-2,2.3
Cc1cc(=O)c2cc(C(=O)c3ccccc3)ccc2[nH]1,1,-2.3,8,1.4,?,-0.7,-0.5,-7,-2.9
CCOC(=O)C1=C(C)NC(=O)CC1c1cc(OC)c(OC)cc1Br (configuration not stated),3,-1.2,1,0.0,4,-1.1,-1.0,0,1.4
COC(=O)C(Cc1ccccc1)P(=O)(c1ccccc1)c1ccccc1 (configuration not stated),0,-2.7,0,-0.4,0,/,2.4,-1,4.2
CCCCc1ccc(/C(C)=N/Nc2cc(N3CCOCC3)nc(C)n2)cc1,1,-0.5,10,3.5,?,-0.3,0.2,0,-2.6
C=CCn1c(C)cc(C(=O)CSc2nnc3c(Cl)cc(Cl)cn23)c1C,1,-0.2,25,0.6,-6,7.4,-1.0,4,-2.0
O=C1CN(c2ccccc2Cl)C(=O)CN1c1ccccc1Cl,4,-2.6,0,-1.3,-4,-1.7,-0.5,-2,0.8
Cc1ccc(N2CC(C(=O)Nc3cccnc3)CC2=O)cc1 (configuration not stated),-1,-1.1,9,0.1,2,0.3,-0.8,1,-3.8
COc1cc(NS(=O)(=O)c2ccc(NC(C)=O)cc2)cc(OC)c1,1,-5.8,2,-0.6,0,2.3,0.2,2,-0.8
COC(=O)C1=C(C)Nc2nc(-c3ccccc3)nn2C1c1ccc(C)o1 (configuration not stated),2,-2.6,-3,-1.2,-9,-1.2,0.9,0,0.1
CCC(C)(C)n1nnnc1C(c1ccc2ncccc2c1)N1CCCC(C)C1 (configuration not stated),2,-7.5,-3,-0.1,?,3.1,-0.1,-2,1.5
Cc1ccc(C(=O)N2c3ccc(F)cc3CCC2C)o1 (configuration not stated),-3,-2.4,-10,0.6,5,0.8,1.4,1,-0.8
CCOc1ccc2[nH]c3nc(SCC(=O)NC4CC4)nnc3c2c1,-1,-1.0,-3,-1.2,5,-0.3,1.9,-7,-2.8
Cc1nc2c(C#N)c[nH]n2c(=O)c1CCO,4,-2.7,3,-0.3,-1,1.5,-2.2,-2,2.6
COc1ccc(C)cc1S(=O)(=O)Nc1ccc2c(c1)OCO2,1,-0.1,0,-0.1,1,/,-1.1,-7,1.8
O=C(/C=C/Nc1ccc(F)cc1)c1cccs1,0,1.6,24,0.2,-4,-0.1,-1.5,-10,-3.3
CCOCCn1c(SCC)nc2c1c(=O)[nH]c(=O)n2C,2,-2.2,4,-1.3,-28,0.0,-0.6,1,0.3
CC(C)NCCOCCSc1ccc(Cl)cc1,3,-1.9,-2,1.0,21,-0.9,-0.1,1,-0.9
CCNc1c([N+](=O)[O-])c(=O)n(CC)c2ccccc12,0,-4.3,3,0.4,-2,2.4,/,-1,0.9
CN(C)c1ccc(C=C2C(=O)NC(=S)NC2=O)cc1[N+](=O)[O-],-4,1.1,11,-1.3,-3,/,0.5,-7,3.4
O=C(CSc1ccc2nnc(-c3cccnc3)n2n1)Nc1ccc(F)cc1,3,-0.4,0,1.9,3,2.0,-1.4,-7,0.4
CNCC(O)Cn1c2c(c3ccccc31)CCCC2 (configuration not stated),3,-1.5,-2,-0.3,-7,/,-1.4,0,-0.8
CC(C)c1nc(N2CCN(C(=O)c3ccco3)CC2)c(C#N)c2c1COC(C)(C)C2,37*,-3.8,5,-1.1,-18,/,1.0,-2,1.0
COc1ccc(NC(=O)c2sc3nc(N4CCCC4)c4c(c3c2N)CC(C)(C)OC4)c(OC)c1,27,-1.1,9,2.7,1,-0.3,-0.4,-1,0.4
CC(C)CCn1c(SCC(N)=O)nc2c1c(=O)n(C)c(=O)n2C,6,-0.5,7,-1.0,-7,-2.8,-0.1,-6,-3.1
COc1cccc(OC)c1C(=O)Nc1nnc(-c2cccs2)s1,13,-4.2,29,0.0,2,-0.5,0.4,-3,-0.3
Nc1nc(NCCCN2CCOCC2)nc(Nc2ccccc2)c1[N+](=O)[O-],1,-3.5,29,-1.1,-6,/,8.1,-1,0.2
N#C/C(=C\c1c(Oc2ccccc2F)nc2ccccn2c1=O)C(=O)NC1CCS(=O)(=O)C1 (configuration not stated),28*,-1.9,4,-7.4,-20,/,-0.5,-5,-0.5
COc1cc(Cl)c(C)cc1NC(=O)CSc1nc2ccccc2o1,1,1.0,-7,0.3,9,/,-1.0,0,-1.5
CCN(CC)S(=O)(=O)c1ccc(S(=O)(=O)Nc2ccc3c(c2)oc2ccccc23)cc1,0,-3.6,2,?,-5,-1.4,0.8,0,2.9

Next section:
SMILES,Mtb FBA inh,FadD28 FP inh,GDH-TPI counter,BoNT-A LC inh2,BoNT F protease,Mtb BioA inh,PfHsp40 yeast,Anthrax LF inh2,Mtb UGM inh
CCOC(=O)[C@@H]1[C@H]2COc3ccc(Br)cc3[C@H]2N2C(=O)N(c3cccc(C)c3)C(=O)[C@]12C,-1,-6.5,-5,-0.4,-6,-2.2,5.2,7,1.1
CN(CC(=O)Nc1ccccc1C(=O)NC1CC1)Cc1ccc(Cl)cc1,1,0.0,-6,-0.4,-10,0.2,-0.3,5,0.7
CC(/C=C/c1ccco1)=N\NC(=O)COc1ccc(C)c(C)c1,0,0.0,5,-1.3,-10,/,-0.4,-4,1.8
COc1ccc(Cl)cc1NC(=O)NCCN1CCCCC1,-1,-1.4,0,-2.9,-6,0.6,2.0,-9,0.3
O=C(CCl)NCc1cc(-c2ccc(Cl)cc2)no1,-2,-3.7,-3,0.4,-3,/,-0.8,-1,2.1
CCOC(=O)c1c(C)nc2c(c1-c1ccccc1)C(=O)CCC2,0,-2.3,12,-0.8,-16,-0.4,-0.8,0,0.3
Cc1cccc(OC(C)C(=O)OCC(=O)N2CCN(c3ccccc3)CC2)c1 (configuration not stated),-1,-0.2,8,-0.1,-13,/,0.8,-2,0.1
CN(CC(=O)Nc1cccnc1)S(=O)(=O)c1ccc(Br)cc1,1,-3.6,-3,0.3,-4,13,-1.6,2,-2.4
COc1ccc(CCC(=O)NNC(=O)Nc2ccc(C(C)=O)cc2)cc1,0,-1.4,2,-1.0,0,2.6,1.4,-2,1.5
O=C(CCCCCn1c(=S)[nH]c2ccc(N3CCOCC3)cc2c1=O)NCc1ccc(Cl)cc1,1,-2.2,5,0.6,-2,-1.4,0.6,-3,/
Cc1ccc(S(=O)(=O)N(C)C)cc1NC(=O)COC(=O)CC1CCCC1,-1,1.3,3,0.0,-8,-0.9,0.2,8,-2.7
CCOC(=O)c1sc(N)c(C(N)=O)c1C,1,-2.8,12,-1.6,-12,-1.9,0.3,-4,0.3
Nc1cccc(C(=O)OCC(=O)NC2CCCc3ccccc32)c1 (configuration not stated),1,-3.3,-8,0.5,-1,/,-1.5,-3,4.1
CC(Oc1ccc(Cl)cc1Cl)C(=O)NC1CCSC1=O (configuration not stated),-2,-0.9,-1,-0.7,-2,2.4,0.6,-4,-1.2
COc1cccc(OCCn2cc(/C=N/NC(=O)c3ccncc3)c3ccccc32)c1,-2,?,30,1.3,5,/,4.0,-2,-1.7
O=C(C=Cc1cccs1)c1ccc(Cl)s1,-1,-3.4,18,1.3,3,-0.8,-0.3,5,/
COCc1cc(=O)[nH]c2cc(NC(=O)C(F)(F)F)c(C)cc12,31*,-1.5,17,-0.2,-2,2.0,-0.5,-3,-1.0
CC(=O)Nc1ccc(S(=O)(=O)Nc2cc3c(cc2C(C)=O)OCO3)cc1,0,1.9,19,-1.4,-11,-0.8,0.6,-15,6.2
Cc1sc2ncnc(N3CCC(C(=O)NNC(=O)COc4ccccc4F)CC3)c2c1C,1,-3.1,5,-5.3,-8,-0.1,0.0,-2,-1.9
O=C(CN1CCOc2ccccc21)NC1CC1,-2,-3.0,-2,0.2,-5,-1.3,0.9,-2,-0.1
COc1cccc(-c2nnc(SCC(=O)N3CCOCC3)o2)c1,-1,-2.1,7,1.1,-1,-3.9,0.1,-2,3.1
COCCSc1ccccc1C(=O)Nc1cccnc1,1,0.2,9,0.1,5,3.0,1.9,-2,-0.9
O=C(CNC(=O)c1ccc(OC(F)F)cc1)NCC1(N2CCOCC2)CCCCC1,-3,-2.2,-1,-0.1,-9,0.0,-2.3,5,0.4
Clc1ccccc1-c1ccc(/C=N/Nc2nncc(-c3ccccc3)n2)o1,4,-0.9,4,-0.1,-4,/,0.1,1,-0.1
Cc1cccc2c(CC(=O)O)noc12,1,-1.4,0,0.3,4,/,-2.4,0,-0.5
COc1ccc(C(O)c2ncc(-c3ccccc3OC)[nH]2)cc1F (configuration not stated),-3,-5.4,3,-0.2,-3,0.0,/,-5,/
CCN(CC)C(=O)C1CCN(S(=O)(=O)c2ccc(C3CNC(=O)C3)cc2)CC1 (configuration not stated),1,-2.1,2,-0.1,-1,-0.5,-0.9,-2,1.0
CCC(COC(=O)NC)NC(=O)Oc1ccccc1 (configuration not stated),1,-0.1,13,0.4,-1,-1.4,-1.4,2,-0.6
O=C(COc1ccc(-c2ccccc2)cc1)N1CCCC1,-2,-2.3,5,-0.4,0,0.3,0.8,2,-2.0
Cn1c(=O)cc(C(=O)N/N=C/c2ccc(F)cc2)[nH]c1=O,-5,-2.9,2,1.3,?,0.6,-2.2,14,0.4

The list continues.
SMILES,Mtb FBA inh,FadD28 FP inh,GDH-TPI counter,BoNT-A LC inh2,BoNT F protease,Mtb BioA inh,PfHsp40 yeast,Anthrax LF inh2,Mtb UGM inh
CCOc1c(OC)cccc1C1CC(=O)Nc2cc(OC)c(OC)cc21 (configuration not stated),-1,0.0,1,-0.8,-2,-0.5,-0.6,-5,0.1
N#C/C(=C\c1cccc(OCC(=O)O)c1)c1nc2ccccc2[nH]1,3,-4.0,13,0.7,-36,-0.9,-0.6,-4,2.5
CC1(C)CC2CC(C)(CN2C(=O)COC(=O)c2ccc(Cl)c(N)c2)C1 (configuration not stated),7,-2.8,-11,-0.3,-2,0.4,-0.4,0,-2.5
Cc1cc(=O)oc2cc(OCC(=O)NC3CCN(Cc4ccccc4)CC3)ccc12,18,-1.1,15,-1.3,-3,-1.9,-1.3,1,1.2
Cc1ccc(-c2nnc(Nc3ccc4c(c3)nc(C)n4C)c3ccccc23)cc1,-1,2.3,9,0.4,-6,6.6,1.1,0,-0.8
CCN(CC)Cc1cc(C(C)=O)ccc1OCC(C)C,3,-0.7,-5,-0.1,0,0.5,0.5,-3,-1.0
O=CN1c2ccccc2CSc2ccccc21,0,-1.4,6,/,/,-0.1,/,/,2.6
CCN1N=C(c2ccccc2)Cn2c1nc1ccccc12,22,-3.3,16,0.7,-4,-1.3,-0.2,-2,-2.1
CC1=C(C(=O)Nc2ccccc2)S(=O)(=O)CCO1,-1,-0.3,9,?,?,/,-1.0,-13,-2.1
CCc1ccc(NC(=O)C2CCN(S(C)(=O)=O)CC2)cc1,-3,-0.7,-1,-0.9,-14,-1.9,0.6,-2,0.2
CNC(=O)c1ccc(=O)n(Cc2cccc(C(F)(F)F)c2)c1,1,-2.4,1,0.5,1,0.6,-0.1,-6,2.3
COc1cccc(C2C(C#N)=C(N)Oc3cc(N)ccc32)c1OC (configuration not stated),1,-0.4,-2,-0.6,-7,6.5,-0.5,-1,-0.8
Cc1cc(Cl)c2oc(C(=O)N(C)CCc3cnn(C)c3)c(C)c2c1,1,-1.1,11,-2.1,-8,0.1,-0.2,-2,4.3

Entries listed so far containing a COOH group:
SMILES,Mtb FBA inh,FadD28 FP inh,GDH-TPI counter,BoNT-A LC inh2,BoNT F protease,Mtb BioA inh,PfHsp40 yeast,Anthrax LF inh2,Mtb UGM inh
Cc1cccc2c(CC(=O)O)noc12,1,-1.4,0,0.3,4,/,-2.4,0,-0.5
N#C/C(=C\c1cccc(OCC(=O)O)c1)c1nc2ccccc2[nH]1,3,-4.0,13,0.7,-36,-0.9,-0.6,-4,2.5
